# Bioassay records (PubChem)
# TSG101-PTAP inh: qHTS Assay for Iinhibitors of HIV-1 Budding by Blocking the Interaction of PTAP/TSG101 | Tumor susceptibility gene 101 protein (Homo sapiens), Q99816 | Fluorescence polarization, FITC-PTAP peptide / Tsg101 binding | Potency, µM (top dose mostly 115 µM), inactives show top-dose activity change, negative = inhibition, most hits filed as inhibitors | 340,000 tested, under 10 active; active = well fitted inhibition curve with a large enough effect in the main read-out, with a control signal flat, not every such curve was filed as active; inconclusive = small, poorly fitted or top-dose-only effect, or effect the other way, or a change in a side signal; inactive = no such curve, though single readings can be large or run the other way; also: potency is read from the fitted curve at half-maximal effect; % of control where 0% means no effect
# Target sequence (Q99816 whole entry, looked up): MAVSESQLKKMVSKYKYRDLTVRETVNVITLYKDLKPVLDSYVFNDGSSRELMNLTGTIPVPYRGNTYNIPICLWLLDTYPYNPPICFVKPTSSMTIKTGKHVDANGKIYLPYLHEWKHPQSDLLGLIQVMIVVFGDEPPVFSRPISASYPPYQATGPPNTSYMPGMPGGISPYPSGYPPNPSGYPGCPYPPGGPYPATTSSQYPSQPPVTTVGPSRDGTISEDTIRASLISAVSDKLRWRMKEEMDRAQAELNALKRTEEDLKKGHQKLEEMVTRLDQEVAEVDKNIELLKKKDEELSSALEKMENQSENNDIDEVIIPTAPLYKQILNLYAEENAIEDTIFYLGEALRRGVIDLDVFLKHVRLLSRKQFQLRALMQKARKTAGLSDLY
#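 Steps: Tsg101 binding domain dispensed (10 uM final), compounds pinned in DMSO, FITC-labeled PTAP-motif peptide added (50 nM final); after 20 min binding at room temperature, polarization measured.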
# ASM inhibitor: Inhibitors of Secretory Acid Sphingomyelinase (S-ASM): qHTS; Sphingomyelin phosphodiesterase (Homo sapiens), P17405; placental ASM, HMU-PC fluorogenic substrate, 60 min; Potency, µM (series often up to 57.5 µM), for inactives: top-dose activity change, negative = inhibition, hits mostly inhibitors; 340,000 compounds, 0.006% hits; AID 504937, 2011; also: potency is read from the fitted curve at half-maximal effect
#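 Fluorescence read-out (Ex 386 nm, Em 447 nm) after stopping the reaction at pH 10. Enzyme: ASM from human placenta; substrate HMU-PC0, 9 uM final; 60 min, 37 °C. Compound preincubation 10 min, ambient temperature.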
# TSHR antag: Antagonists of the Thyroid Stimulating Hormone Receptor: HTS campaign | Thyrotropin receptor (Homo sapiens), P16473 | TSHR-expressing cells, TSH-stimulated cAMP HTRF, 2 h; hits give low values | activity change, negative = inhibition, % at 11.5 µM | 330,000 compounds, 0.2% hits;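 active = activity change below a set negative limit, meaning inhibition stronger than a set level, cut at about -70% in these data; inconclusive = activity change between two set negative limits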; also: % is scaled to controls: 0 for no effect and ±100 for the full control effect
#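 TSHR-expressing cells were treated with compounds, then stimulated with TSH at EC80 (4nM final) for 2 hours at 37 deg C. Cellular cAMP was measured by HTRF competition between lysate cAMP and cAMP-d2 for a cryptate-labelled anti-cAMP antibody.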
# Menin MLL FP TR: qHTS Assay for Inhibitors Targeting the Menin-MLL Interaction in MLL Related Leukemias: Competition With Texas Red Labeled MLL-derived Mutant Peptide. O00255. Potency, µM (series often up to 61.6 µM), inactives show at the top dose FP activity change, negative = inhibition, hits mostly inhibitors. Menin + Texas Red MLL mutant peptide, fluorescence polarization. 270,000 compounds, 0.23% hits; active = well fitted inhibition curve with a large enough effect in the polarisation, with a control signal flat, not every such curve was filed as active; inconclusive = small, poorly fitted or top-dose-only effect, or effect the other way, or a change in a side signal; inactive = no such curve, though single readings can be large or run the other way; the % refers to the polarisation; also: potency is read from the fitted curve at half-maximal effect; % of control where 0% means no effect; many of its hits are not listed in these tables
# Integrin act MD: qHTS for Activators of Integrin-Mediated Alleviation for Muscular Dystrophy. alpha7betagal myoblasts, beta-gal FDG fluorescence, 48 h. AID 624291, 2012. Potency, µM (highest dose often 38.3 µM), inactives show at the highest dose activation, hits mostly activators. 350,000 compounds, 0.064% hits;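 also: potency is read from the fitted curve at half-maximal effect; 100% = response of the positive control SU9516; nearly all actives have a fitted effect of over 60% in size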
#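 alpha7betagal+/- myoblasts (passage 13, 250/well) treated 48 h at 37C with compounds at 1:260 dilution of DMSO stock. Lysed, then beta-galactosidase activity read as FDG fluorescence (ex 480/em 540) after 30 min, with pre-read for autofluorescence.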
# A-T KAP1 phos: qHTS Assay for Identifying a Potential Treatment of Ataxia-Telangiectasia; […] A-T fibroblasts, KAP-1 phosphorylation AlphaLISA; neocarzinostatin DNA damage 30 min before lysis; Potency, µM (series often up to 57.5 µM), for the others: at the highest dose activation, actives largely listed as activators; 320,000 compounds, 0.19% hits; also: potency is read from the fitted curve at half-maximal effect; % of control where 0% means no effect; nearly all actives have a fitted effect of over 45% in size
#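 hTERT-immortalized A-T patient fibroblasts ([…]), 500 cells/well in OPTI-MEM, 1% FBS, got compounds for 60 min, then NCS for 30 min at 37C. Lysates were then assayed for phospho-KAP-1 by AlphaLISA (anti-pKAP1 donor, anti-KAP1 acceptor beads), 6 hr at 25C.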
# Mito fusion act: qHTS Assay for Small Molecule Inhibitors of Mitochondrial Division or Activators of Mitochondrial Fusion | S. cerevisiae fusion-defective mutant growth rescue, CellTiterGlo 48 h | Potency, µM (series often up to 46.1 µM), inactives show at the highest dose growth rescue (activation), most hits filed as activators | 320,000 compounds, 0.23% hits;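 also: potency is read from the fitted curve at half-maximal effect; % of control where 0% means no effect; nearly all actives have a fitted effect of over 45% in size; temperature-sensitive fusion mutants such as fzo1-1 at 37 °C on non-fermentable ethanol glycerol medium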
#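 Growth-rescue viability read-out: after 48 h at the non-permissive 37C in glycerol/ethanol YPEG, yeast mitochondrial fusion mutants are measured by CellTiterGlo luminescence; compounds (23 nl pinned per well) restoring growth score as division inhibitors or fusion activators.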
# TCR act: Activators of T cell receptors: qHTS campaign. 330,000 tested, under 10 active. primary human leukocytes, anti-CD3, IL-2 HTRF, 48 h. Potency, µM (titrated, usually from 9.22 µM), for inactives: at the highest dose activation of IL-2 secretion, actives largely listed as activators. AID 504894, 2011; also: % of control where 0% means no effect
#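 Activity was scored as IL-2 release from primary human leukocytes given only a TCR signal (a-CD3 beads) plus compound for 48 hr. Detection used a two-antibody HTRF format read at 665nm.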
# CXXC DNA block: qHTS Fluorescence Polarization Assay for Inhibitors of MLL CXXC domain - DNA interaction; MLL-CXXC / FITC-HOXA9 DNA fluorescence polarization; Potency, µM (highest dose often 115 µM), without a hit: at the top dose activity change, negative = inhibition, actives largely listed as inhibitors; 290,000 compounds, 0.037% hits; Histone-lysine N-methyltransferase 2A (Homo sapiens), Q03164; active = well fitted inhibition curve with a large enough effect in the polarisation, with a control signal flat, not every such curve was filed as active; inconclusive = small, poorly fitted or top-dose-only effect, or effect the other way, or a change in a side signal; inactive = no such curve, though single readings can be large or run the other way; the % refers to the polarisation; also: potency is read from the fitted curve at half-maximal effect
#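 Fluorescence polarization: 7 uM MLL-CXXC (stock) preincubated 5 min with compounds, then 50 nM fluorescein-HOX-A9 DNA (stock) added; 30 min ambient. Buffer 50 mM Tris-HCl pH 7.5, 50 mM NaCl, 1 mM DTT, 0.05% BSA.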
# MBNL1-CUG inh: qHTS Assay for Inhibitors of MBNL1-poly(CUG) RNA binding; Muscleblind-like protein 1 (Homo sapiens), Q9NR56; TR-FRET MBNL1-His/biotin-(CUG)12 binding, 665/545 ratio; Potency, µM (highest dose often 57.5 µM), inactives show at the highest dose activity change, negative = inhibition, actives largely listed as inhibitors; 280,000 compounds, 0.036% hits; AID 2675, 2010; active = well fitted inhibition curve with a large enough effect in the signal ratio, with a control signal flat, not every such curve was filed as active; inconclusive = small, poorly fitted or top-dose-only effect, or effect the other way, or a change in a side signal; inactive = no such curve, though single readings can be large or run the other way; the % refers to the signal ratio; also: potency is read from the fitted curve at half-maximal effect; % is scaled to controls: 0 for no effect and ±100 for the full control effect
# Target sequence (Q9NR56 whole entry, looked up): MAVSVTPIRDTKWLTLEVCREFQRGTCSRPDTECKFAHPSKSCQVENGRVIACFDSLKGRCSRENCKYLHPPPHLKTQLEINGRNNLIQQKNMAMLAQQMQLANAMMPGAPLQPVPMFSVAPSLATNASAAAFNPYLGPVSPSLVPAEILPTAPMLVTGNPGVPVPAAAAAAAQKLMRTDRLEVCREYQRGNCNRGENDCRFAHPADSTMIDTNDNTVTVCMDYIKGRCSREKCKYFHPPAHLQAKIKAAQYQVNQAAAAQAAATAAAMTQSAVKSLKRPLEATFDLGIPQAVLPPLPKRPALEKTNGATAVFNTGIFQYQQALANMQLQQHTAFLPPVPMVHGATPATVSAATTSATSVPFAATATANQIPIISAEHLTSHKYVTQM
#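 Compound titration spanned 92 nM–58 uM against the MBNL1-His/biotin-(CUG)12 complex. After 60 min at room temperature with 5 nM streptavidin-XL665 and 0.055 ng/ul terbium anti-His, ratiometric 665/545 nm emission (Ex 340 nm) normalized to controls.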
# An asterisk follows results filed as active; ? = inconclusive; . = no result given; [ ] = another dose, or the depositor's remark. Unless noted, calls follow the shape of the dose curve; as a rule, active = well fitted curve in the direction sought with a large enough effect; inconclusive = small, poorly fitted or top-dose-only effect, or another doubt; inactive = no such curve, though single readings can be large; an effect the other way counts as inactive or inconclusive. A portion of the library; the hit share may differ from the screen's.
SMILES,TSG101-PTAP inh,ASM inhibitor,TSHR antag,Menin MLL FP TR,Integrin act MD,A-T KAP1 phos,Mito fusion act,TCR act,CXXC DNA block,MBNL1-CUG inh
COc1ccc(-c2nnn(CC(=O)N(CCCN3CCOCC3)C(C(=O)NC3CCCC3)c3ccco3)n2)cc1 (stereo not drawn),-2.4%,1.2%,2.4,-1.0%,-6.9%,-5.5%[11.5 µM],-1.2%,.,-0.9%,2.7%
COc1ccc(NC2CCCN(C(=O)c3ccc4[nH]c(C)c(C)c4c3)C2)cc1OC (stereo not drawn),-1.6%,-4.0%,29.1,.,-5.1%,3.6%,8.4%,1.9%,-6.5%,9.6%
Cc1ccc(NC(=O)NN2CCN(C)CC2)cc1C,0.0%,-25.2%,9.7,6.7%,26.2%,-4.1%,-1.7%,1.4%,5.6%,-3.8%
O=C(OCC(=O)N1CCN(C(=O)COC(=O)c2ccncc2)CC1)c1ccncc1,-2.3%,9.2%,-2.2,-5.9%,20.0%,1.3%,-0.9%,-0.9%,0.9%,-1.4%
COc1ccc(CC(NC(C)=O)C(=O)NC2CCN(C(=O)c3cc(OC)c(OC)c(OC)c3)CC2)cc1 (stereo not drawn),-0.2%,8.9%,16.8,.,-14.9%,-5.6%,-1.6%,6.9%,-9.5%,7.0%
COc1ccc(CC(=O)Nc2ccc(F)c(F)c2F)cc1S(=O)(=O)N1CCOCC1,-0.3%,3.3%,-7.2,.,7.1%,-1.5%,3.8%,1.2%,.,.
O=C(COC(=O)c1cnccn1)NC(=O)c1ccccc1,-2.5%,-1.1%,8.1,.,-12.5%,-1.9%,0.4%,2.9%,.,.
CCOC(=O)N1CCN(c2nnnn2-c2ccccc2)CC1,-8.1%,0.4%,4.3,-6.3%,3.9%,-4.4%,-0.8%,-3.4%,3.9%,-2.8%
CCC(C)(C)n1nnnc1C(c1ccc(N(C)C)cc1)N1CCN(C2CCCCC2)CC1 (stereo not drawn),-5.8%,1.0%,56.5,-2.3%,16.0%,27.7%,-1.2%,8.2%,6.5%,-6.8%
CCOc1cc(/C=C(\C#N)C(=O)Nc2ccccn2)ccc1O,-6.3%,-4.4%,2.3,13.4%,1.5%,-12.9%,-2.7%,9.4%,67.8%[activator],12.5%
CC1=NN(Cc2c(C)nn(Cc3ccccc3)c2C)C(C)(C)C1,-0.2%,2.0%,10.0,-4.7%,-3.9%,8.2%,1.3%,.,2.4%,.
Cc1noc(C)c1COc1cccc(C(=O)OCC(=O)NC(=O)c2ccc(OC(F)F)cc2)c1,-6.0%,2.5%,14.6,0.4%,6.8%,2.2%,0.6%,-3.5%[46.1 µM],?,2.6%
CN(C)/C=N/c1ncc(C(=O)c2ccc(Cl)cc2)s1,-3.5%,67.9%[activator],-6.5,7.4%,-11.0%,-7.9%,-3.6%,1.7%,1.6%,?
COC(=O)c1cn[nH]c1N,-7.9%,6.0%,4.1,15.4%,-3.5%,1.8%,-4.3%,-0.6%,-0.8%,-2.2%
C=CCSc1n[nH]c(-c2ccc(OCCCC)cc2)n1,-10.9%,-11.5%,-15.6,10.6%,24.0%,-0.4%,27.1%,-2.7%,-2.8%,3.4%
CCc1sc(C(=O)Nc2cccc(-n3cnnn3)c2)cc1C,1.7%,2.2%,5.2,.,?,19.5%,0.2%,5.2%,.,.
COC(=O)c1sccc1NC(=S)N1CCN(C)CC1,-3.4%,5.3%,-9.0,1.5%,-15.8%,-2.6%,-3.6%,-1.2%,3.4%,-7.0%
COC(=O)c1ccc(C2CC(=O)Nc3cc(OC)c(OC)c(OC)c32)cc1 (stereo not drawn),-3.7%,2.4%,28.2,-1.1%,0.2%,5.4%,-3.9%,1.0%,-5.2%,1.9%
CCC(=O)Nc1cccc(NC(=O)CN2CCN(c3ccccc3OC)CC2)c1,-2.8%,0.0%,-1.2,8.0%,17.9%,2.9%,0.6%,4.7%,1.4%,6.2%
Cc1ccc2nc(NC(=O)C(NS(=O)(=O)c3cccc4nsnc34)C(C)C)sc2c1 (stereo not drawn),-8.5%,-0.8%,-4.7,-12.0%,-2.0%,5.0%,17.9%,-0.4%,-13.8%,?
CCN(CC(=O)Nc1c(F)cccc1F)C(=O)CSc1ccc(F)cc1,-6.8%,-4.7%,4.0,.,-22.0%,-3.6%,5.0%,-2.5%,.,.
O=S(=O)(N1CCCCC1)N1CCCN(S(=O)(=O)N2CCCCC2)CC1,-4.1%,2.7%,-4.2,-12.6%,-5.8%,10.8%,1.9%,5.9%,-0.6%,-3.5%
COc1cc(C)c(/C=C(\C#N)C(=O)Nc2cccc(C)c2)cc1C(C)C,-0.9%,8.4%,7.3,-9.1%,0.0%,2.3%,4.7%,7.9%[46.1 µM],4.1%,.
Cc1nc(NC(N)=S)sc1C(=O)Nc1ccccc1,-2.9%,-1.0%,25.2,25.3%,14.3%,-5.1%,-0.3%,-2.1%,-5.7%,-10.9%
Cc1csc(SCC(=O)Nc2cc(C(N)=O)cc(C(N)=O)c2)n1,-9.1%,4.6%,-1.5,.,14.6%,-11.6%,.,-0.7%,.,.
COC(=O)c1ccc(CCc2cc(O)ccc2O)cc1,-7.0%,-2.3%,.,.,-49.3%[inhibitor],.,.,-2.4%,.,.
CCc1nc2sc3ccccc3c(=O)c2c(=O)n1Cc1ccco1,-4.2%,-3.6%,4.0,-0.8%,-27.0%,3.5%,15.7%,-0.8%[46.1 µM],14.1%,-8.0%
CC(C)(C)OC(=O)NCc1ccc(NC(=O)c2nc[nH]c2C(=O)N[C@@H](Cc2ccccc2)C(=O)OC(C)(C)C)cc1,.,-9.6%,11.5,.,-39.4%,-31.8%,-4.6%,9.6%,18.8%,-6.4%
CC(=O)Nc1nc(=S)n(-c2ccccc2)[nH]1,-0.9%,0.5%,3.5,2.7%,2.4%,0.4%,5.9%,-1.2%,-7.1%,-1.0%
CC(C)Cn1c(N)c(-c2nc(C(C)C)c(C(=O)c3ccccc3F)s2)c(=O)n(C)c1=O,.,.,-0.5,-12.3%,.,-2.4%,3.7%,.,-6.6%,6.0%
CCc1ccc2oc(-c3cc(N)ccc3Cl)nc2c1,-1.5%,19.9%,-17.8,53.8%[activator],-6.0%,3.8%,5.5%,-12.3%,-1.2%,-6.0%
CC(C)C1Cc2c(C#N)c(N)sc(=S)c2CO1 (stereo not drawn),-7.5%,-4.0%,7.6,-19.6%,6.3%,3.6%,-0.9%,10.9%,-9.1%,30.8%[activator]
COc1ccccc1NC(=O)C(=O)N/N=C/c1cccs1,-1.8%,3.4%,0.9,14.4%,-7.3%,-0.4%,-1.6%,-3.9%,-1.5%,.
N#C/C(=C(\O)Cc1ccccc1)c1nc2ccccc2[nH]1,-1.6%,-0.1%,-4.7,10.4%,3.9%,3.5%,-0.7%,-1.3%,-13.7%,2.8%
O=S(=O)(c1ccc(Br)cc1)N1CCCC1,-9.2%,-2.6%,-5.7,10.7%,10.1%,0.4%,0.7%,4.6%,-0.3%,2.2%
COc1ccc(NC(=O)C(NC(C)=O)C(=O)NCc2ccccc2OC)cc1 (stereo not drawn),-0.8%,-0.1%,-5.7,5.9%,35.6%,0.5%,2.1%,-3.8%,3.7%,-2.2%
O=C(c1ccco1)N1CCN(CC(O)COc2ccc(Br)cc2)CC1 (stereo not drawn),-8.7%,-2.7%,1.5,13.2%,2.5%,1.1%,1.4%,2.5%,-4.0%,0.9%
O=C1NCCN(CC2CCN(CC3CCCC3)CC2)C1=O,-4.0%,-3.1%,.,.,5.7%,.,.,-2.5%,.,.
COc1ccc(C2/C=C\CN(S(=O)(=O)c3ccc(C)cc3)CC(=O)N2Cc2cccc(F)c2)cc1 (stereo not drawn),-3.5%,-7.4%,-5.7,-5.1%,10.9%,17.8%,.,-6.3%[46.1 µM],.,.
CCC(=O)NCc1csc(-c2cccs2)n1,-4.6%,-2.4%,7.1,.,11.0%,5.2%,3.9%,-1.6%,1.5%,20.1%
